# GSH bead fluor = compound fluoresces at 488/530 nm on GSH beads; AID 1776; actives 0.25% (n = 190,000); fluorescence (KMESF) at 10 µM; GSH beads flow cytometry, compound fluorescence 488/530 nm; active compounds read high; in the data active = fluorescence above about 89;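 note: glutathione beads carrying GST-tagged Bcl family fusion proteins plus one bare bead set; values are compound well signal with DMSO vehicle wells as background; inactives centre near 16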
# ABCB1 block = blocks JC-1 efflux by human ABCB1 transporter; P08183; CCRF-Adr cells, flow cytometry; inhibition, % at 6.6 µM; actives 0.067% (n = 190,000); AID 1326; in the data active = inhibition above about 40%;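 note: 0% = vehicle and 100% = reference inhibitor; higher value means more JC-1 retained so stronger ABCB1 efflux block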
# Target sequence (P08183 whole entry, looked up): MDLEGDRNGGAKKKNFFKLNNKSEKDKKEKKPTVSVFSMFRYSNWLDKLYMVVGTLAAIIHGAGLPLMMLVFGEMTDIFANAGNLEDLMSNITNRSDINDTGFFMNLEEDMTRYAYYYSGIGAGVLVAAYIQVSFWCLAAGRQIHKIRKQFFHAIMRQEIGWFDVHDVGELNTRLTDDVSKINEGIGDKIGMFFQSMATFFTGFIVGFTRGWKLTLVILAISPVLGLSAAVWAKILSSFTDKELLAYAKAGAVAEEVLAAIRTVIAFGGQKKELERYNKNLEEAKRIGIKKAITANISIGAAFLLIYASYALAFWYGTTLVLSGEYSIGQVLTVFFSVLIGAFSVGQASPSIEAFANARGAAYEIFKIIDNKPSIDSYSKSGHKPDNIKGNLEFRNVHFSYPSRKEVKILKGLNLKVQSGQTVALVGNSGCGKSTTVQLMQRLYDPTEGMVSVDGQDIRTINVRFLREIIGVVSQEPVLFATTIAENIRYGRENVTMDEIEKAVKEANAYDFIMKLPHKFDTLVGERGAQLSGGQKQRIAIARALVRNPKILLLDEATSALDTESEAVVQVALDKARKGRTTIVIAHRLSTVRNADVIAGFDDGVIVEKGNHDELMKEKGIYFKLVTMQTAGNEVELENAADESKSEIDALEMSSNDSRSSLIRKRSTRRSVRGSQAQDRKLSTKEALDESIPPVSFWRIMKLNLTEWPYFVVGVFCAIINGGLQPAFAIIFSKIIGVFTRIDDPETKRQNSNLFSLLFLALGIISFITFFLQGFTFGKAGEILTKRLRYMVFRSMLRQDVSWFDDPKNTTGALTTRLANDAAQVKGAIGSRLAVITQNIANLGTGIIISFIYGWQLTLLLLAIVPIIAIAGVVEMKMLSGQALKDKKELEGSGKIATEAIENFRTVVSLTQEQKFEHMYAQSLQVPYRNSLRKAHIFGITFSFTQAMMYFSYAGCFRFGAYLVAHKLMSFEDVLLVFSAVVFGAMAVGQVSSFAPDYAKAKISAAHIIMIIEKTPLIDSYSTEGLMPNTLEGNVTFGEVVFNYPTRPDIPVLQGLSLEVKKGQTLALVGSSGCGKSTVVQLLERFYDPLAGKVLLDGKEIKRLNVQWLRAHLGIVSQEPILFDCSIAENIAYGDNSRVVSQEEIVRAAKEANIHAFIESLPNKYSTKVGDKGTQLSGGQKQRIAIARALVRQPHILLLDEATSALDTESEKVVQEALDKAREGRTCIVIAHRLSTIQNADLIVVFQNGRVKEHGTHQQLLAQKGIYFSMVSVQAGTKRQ
# RGS4-Gao reg = modulates binding of RGS4 to human Galphao; P09471; Multiplexed bead flow cytometry; actives lie on both sides; binding response (% of control), % at 10 µM; actives 0.33% (n = 220,000); in the data active = binding response below about 49% or above about 150%; inactive = in between;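 note: fluorescent Galphao activated with aluminum fluoride binding bead-coupled RGS4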
# Pf gametocyte = P. falciparum stage V gametocyte viability inhibition. actives 0.065% (n = 150,000). inhibition, % at 10.9 µM. P. falciparum stage V gametocytes, ATP luminescence, 24 h. AID 743093;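 active = inhibition above the mean plus 3 SD of compounds within the control limits, set per campaign, cut at about 38% in these data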;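 note: 0% = DMSO wells and 100% = medium only without gametocytes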
# Mcl1 Noxa PPI = Mcl-1/Noxa interaction inhibition | actives 1.5% (n = 220,000) | Q07820 | TR-FRET Mcl-1/Noxa peptide binding, 2 h | AID 1022 | inhibition, % at 21.7 µM;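 active = compounds that cut the protein-peptide binding signal by more than 50% relative to plate controls in a single-dose test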;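 note: His-tagged Mcl-1 with rhodamine Noxa BH3 peptide and terbium anti-His antibody; 0% = Mcl-1 plus Noxa peptide wells and 100% = peptide-only wells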
# Avidin bead fluor = avidin bead compound fluorescence profile | fluorescence (KMESF) at 10 µM | Avidin beads, compound fluorescence 488/530 nm, flow cytometry; active compounds read high | AID 1775 | actives 0.38% (n = 220,000); in the data active = fluorescence above about 47; note: inactives centre near 10
# Mcl1-Bid inh = disrupts binding of human Mcl-1 to Bid peptide. inhibition, % at 21.7 µM. TR-FRET Mcl-1/Bid-Dy647 peptide binding, 1536-well. actives 0.97% (n = 220,000). Q07820. AID 1021;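 active = compounds that cut the binding signal by more than half at the single screening dose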;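 note: His-tagged Mcl-1 with europium anti-His antibody binding Bid BH3 peptide; 0% = Mcl-1 plus peptide wells and 100% = peptide-only wells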
# RGS7-Gao reg = regulators of human RGS7-Galphao interaction | Multiplexed bead flow cytometry, RGS7-Galphao binding; actives lie on both sides | binding response (% of control), % at 10 µM | actives 0.35% (n = 220,000) | AID 1439; in the data active = binding response below about 49% or above about 150%; inconclusive = no clear call, values can overlap the other calls; inactive = in between;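 note: fluorescent Galphao held in activated GDP-AlF4 state binding bead-coupled RGS7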
# RGS8-Gao reg = modulates binding of RGS8 to human Galphao; multiplexed bead flow cytometry; actives lie on both sides; AID 1423; P09471; response (percent of control binding), % at 10 µM; actives 0.34% (n = 220,000); in the data active = response below about 60% or above about 140%; inactive = in between;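 note: Galphao activated as the GDP aluminium fluoride complex binding bead-coupled RGS8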
# Mcl-1 Bim block = disrupts Bim peptide binding to human Mcl-1; Bead-based flow cytometry, Bim peptide-Mcl-1 binding; inhibition, % at 10 µM; actives 0.1% (n = 190,000); AID 1009; in the data active = inhibition above about 40%;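 note: 0% = no compound tracer wells and 100% = peptide blocker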
# ABCG2 block = inhibitors of human ABCG2 transporter, ABCB1 counter-screen. Q9UNQ0. IgMXP3 cells, JC-1 efflux, flow cytometry. inhibition, % at 6.6 µM. actives 0.1% (n = 190,000);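 active = inhibition above 80%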;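 note: 0% = DMSO and 100% = nicardipine control wells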
#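 Test system: IgMXP3 (ABCG2) plus far-red-tagged CCRF-Adr (ABCB1) cells. Reagent: JC-1 dye as substrate. Timing: 10 min exposure at 25 °C with rotation, no wash. Measured by: flow cytometric JC-1 green MFI at 530 nm. Read-out: percent efflux inhibition, scaled nicardipine 100% to DMSO 0%. Control set: nicardipine and DMSO wells.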
# * marks the source's active call; other numbers are inactive results; ? = inconclusive; . = no result given; [ ] = dose if it differs, or a comment.
# Fields: Mcl-1 Bim block	ABCG2 block	Pf gametocyte	RGS7-Gao reg	ABCB1 block	RGS4-Gao reg	Avidin bead fluor	GSH bead fluor	RGS8-Gao reg	Mcl1-Bid inh	Mcl1 Noxa PPI
CCOC(=O)CCC(=O)N1CCOCCOCCN(C(=O)CCC(=O)OCC)CCOCCOCC1
  2	0	.	97	-0.1	98	9	6	99	-43	3
Cn1c(=N)n(CC(=O)c2ccccc2)c2ccccc21
  .	.	35	?	.	123	12	.	105	-43	18
COCCN(Cc1cc2ccc(C)c(C)c2nc1Cl)C(=O)N1CCOCC1
  -1	1	.	100	0.6	96	10	13	99	-6	5
O=C(Nc1cccc(S(=O)(=O)N2CCCC2)c1)c1cc(-c2ccccn2)nc2ccccc12
  -3	10	-20	102	1.6	97	10	11	100	-20	5
Cc1cc(C)n(C(=O)CNc2ccccc2Cl)n1
  .	21	.	81	0.2	68	3	52	81	1	-14
CC(C)CN(CC(C)C)C(=O)Nc1ccccc1F
  0	0	.	103	-0.2	102	8	15	102	6	16
COc1ccccc1N1CCN(C(=O)CSc2nc3ccccc3[nH]2)CC1
  0	8	.	91	0.6	92	10	46	94	-68	8
O=C(COC(=O)c1cc(-c2cccc3ccccc23)nc2ccccc12)NC1CCS(=O)(=O)C1 (centres undefined)
  -8	15	1	106	1.9	106	12	6	105	7	21
COc1cccc(NC(=O)CSc2ccccn2)c1
  -3	2	-12	102	0.7	100	11	21	100	3	5
c1ccc2c(c1)nnn2CNc1nccs1
  -5	1	-16	98	0.2	94	3	24	91	-6	16
[N-]=[N+]=CC(=O)C(Cc1ccccc1)N1C(=O)c2ccccc2C1=O (centres undefined)
  0	4	2	99	0.7	102	7	5	102	-16	8
O=C1c2ccccc2C(=O)N1CC1=CCS(=O)(=O)C1
  -5	2	18	92	0.7	98	10	41	96	-15	15
Cc1ccc(NC(=O)c2sc(N)nc2-c2ccc([N+](=O)[O-])cc2)c(C)c1
  .	.	2	?	.	103	7	.	101	-9	9
CCN(c1ccccc1)S(=O)(=O)c1cc(NC(=O)COC(=O)C2CC2)ccc1Cl
  -1	12	-6	97	0.8	98	7	15	97	-3	2
CC(C)Cn1c(N)c(C(=O)NCc2cccs2)c2nc3ccccc3nc21
  8	10	13	106	1.0	102	7	13	104	31	15
CCCC(=O)Nc1nc(C(=O)OCC)cs1
  0	8	.	97	0.3	98	8	26	101	-17	-3
Cc1nn(-c2ccccc2)c(C)c1/C=N\N1CCN(c2ccc(Cl)cc2)CC1
  -2	4	5	.	0.5	.	.	17	.	-16	-5
O=C(c1ccoc1)N1CCC(CO)(CCc2ccccc2)CC1
  -1	1	11	103	-0.6	101	8	8	101	-27	6
Cn1c(=O)oc2cc(S(=O)(=O)N3CCC(C(=O)NCc4ccc(F)cc4)CC3)ccc21
  -4	2	.	103	0.4	101	7	30	97	-12	3
COc1ccc(S(=O)(=O)N2CCOCC2)c(Cl)c1Cl
  -6	1	.	100	0.4	100	11	15	99	-4	9
O=S(=O)(c1cccc2nsnc12)N1CCc2ccccc21
  -3	2	.	99	0.4	100	15	16	92	-30	10
Nc1cccc2cnccc12
  -1	4	.	100	0.7	101	19	4	101	-77	2
Cn1c(N)c(C(=O)COC(=O)c2ccc(Cl)c(S(=O)(=O)N3CCCCC3)c2)c(=O)n(C)c1=O
  -2	5	.	91	1.7	98	17	12	99	-7	21
COc1ccc(C(=O)C2CCCN(C(=O)c3ccoc3C)C2)cc1F (centres undefined)
  .	.	6	?	.	102	3	.	101	-14	-3
O=C(Cc1ccc(Cl)cc1)NNC(=O)Nc1cccc2ccccc12
  0	2	-22	99	0.8	106	34	8	106	-38	-9
CN1c2ccccc2C(=O)/C(=C\Nc2ncccn2)S1(=O)=O
  .	.	-34	?	.	105	6	.	105	-10	4
Cc1ccc2c(c1)nnn2C1CCN(CC(=O)N(c2ccccc2)c2ccccc2)CC1
  .	.	3	?	.	100	9	.	100	-33	6
CC(C(=O)OCC(=O)Nc1ccc(S(=O)(=O)N2CCCCC2)cc1)N1C(=O)c2ccccc2C1=O (centres undefined)
  4	0	8	99	0.3	96	38	15	100	-3	20
CCN(CC(=O)NCCc1ccc(F)cc1)Cc1nc2ccccc2c(=O)[nH]1
  .	.	-10	?	.	103	12	.	100	-41	-11
COc1ccc(-c2nc(CCl)cs2)cc1OC
  0	4	-1	100	0.4	99	6	20	98	-9	13
c1ccc(CCn2nnnc2C(c2cccs2)N2CCN(Cc3ccc4c(c3)OCO4)CC2)cc1 (centres undefined)
  -5	3	.	107	2.8	114	4	8	96	-14	-9
Cc1nnnn1/C(=C\c1ccccc1)C(=O)OCC(=O)NC(C)(C)C
  -3	-2	-9	102	0.3	103	12	12	101	-2	16
CC(C)NC(=S)N(CCc1ccncc1)C(C)C
  0	11	-2	87	0.7	94	8	11	97	-34	15
COc1ccc(C(=O)CSc2nnc(CN3CCCC3)n2-c2ccc(F)cc2)c(OC)c1
  -9	12	.	94	1.4	95	10	8	89	-4	53*
CCOC(=O)CNC(=O)CSc1nnc(-c2c[nH]c3ccccc23)n1CC
  .	.	6	?	.	99	7	.	105	-8	-8
CCc1ccc(N(CC)C(=O)c2ccc3c(Cl)c4c(nc3c2)CCC4)cc1
  -4	10	.	93	1.5	94	7	13	97	7	8
Cc1cc(C)c2[nH]c(=O)c(CN(Cc3ccco3)C(=S)NCC3CCCO3)cc2c1 (centres undefined)
  0	8	-25	96	4.5	98	10	6	98	-42	23
O=C(Nc1ccc2nc(-c3ccccn3)[nH]c2c1)C1CCCCC1
  -3	1	10	99	0.4	99	6	43	100	-49	-24
O=C(NCCCCNC(=O)C1CCCC1)C1CCCC1
  -1	0	.	99	-0.4	102	11	51	101	-39	-1
CCOc1ccccc1N1C(=O)CC(Sc2ncccc2C(=O)O)C1=O (centres undefined)
  -5	0	0	99	0.1	100	33	21	98	-7	7
CC(=O)C1=C(O)CC(c2ccccc2)CC1=NCCc1c(C)[nH]c2ccc(C)cc12 (centres undefined)
  0	16	.	.	3.5	.	.	17	.	-11	-3
O=C(NCc1ccc2c(c1)OCO2)c1ccncc1
  -5	0	-12	108	0.3	105	28	25	105	-4	11
O=C(Nc1nnc(-c2ccccc2Cl)o1)c1cccnc1
  0	1	-4	99	0.0	98	4	57	88	-28	-5
NC(=O)c1ccccc1N/C=C/C(=O)c1cccs1
  0	2	.	.	0.2	.	.	19	.	-12	4
CC(C)CCn1c(=O)c(C(=O)N/N=C/c2cccc(F)c2)c(O)c2ccccc21
  -2	-3	26	103	-0.3	100	10	12	100	-39	-71
O=C(c1ccncc1)N1CCN(C2CCC(c3ccccc3)CC2)CC1 (centres undefined)
  .	.	2	?	.	102	8	.	104	-11	28
CC(=O)c1c(C(C)=O)c(C)n(-c2cccc3cccnc23)c1C
  0	1	-25	97	1.0	97	9	10	99	4	6
C=CCn1c(COc2ccc(Cl)cc2)nnc1SCC(=O)c1c(N)n(C)c(=O)n(C)c1=O
  -8	1	-21	99	0.6	97	10	22	100	-23	-104
CC(C)CN(C)Cc1c(C(=O)N2CCc3ccccc3C2)nc2ccc(Cl)cn12
  -3	9	5	119	-0.4	107	9	13	104	-13	-22
COC(=O)C1=C(C)N(Cc2cccnc2)C(=O)/C1=C\c1sccc1C
  -1	7	.	101	2.2	100	12	14	99	-72	17
CCN(CC)S(=O)(=O)c1ccc(-c2nnc(SCC(=O)Nc3ccc(OC)cc3)o2)cc1
  .	4	-14	99	2.1	101	5	31	104	42	20
O=S(=O)(c1ccccc1)c1ncc(C(F)(F)F)cc1Cl
  -4	6	-2	12*	0.5	15*	.	16	14*	2	0
COc1ccc(-n2nc(C)cc2Nc2ccccc2C(=O)O)cc1
  .	.	15	?	.	100	10	.	100	-6	10
CSc1nnc2c3cc(C)ccc3n(Cc3ccccc3)c2n1
  23	4	-10	103	0.6	102	6	12	101	18	-34
C=CCSc1nnc2c(n1)OC(c1cccnc1)N(C(C)=O)c1ccccc1-2 (centres undefined)
  1	4	.	103	0.6	100	9	22	105	-12	0
CC(C)(C)N(Cc1ccccc1)C(=O)CSc1nc2ccccc2c(=O)[nH]1
  -3	4	.	101	1.3	101	36	18	102	7	0
O=C(c1ccco1)N1CCN(CCCCOc2cccc3ccccc23)CC1
  -2	4	.	105	1.1	101	3	25	105	5	23
CCOC(=O)C1=C(Nc2ccccc2)CC(C)(O)C(C(=O)OCC)C1c1ccccc1 (centres undefined)
  -4	-6	6	96	-0.7	98	9	11	97	-29	-4
O=C(O)C1CC(=O)N(Cc2ccc3c(c2)OCO3)C1 (centres undefined)
  -2	0	.	100	-0.1	101	13	43	102	-3	8
Cc1ccc2nc(NC(=O)CSCC(=O)OCC(=O)c3ccccc3)sc2c1
  -7	-3	.	98	-1.3	101	3	9	101	-11	-5

# Other compounds:
# Fields: Mcl-1 Bim block	ABCG2 block	Pf gametocyte	RGS7-Gao reg	ABCB1 block	RGS4-Gao reg	Avidin bead fluor	GSH bead fluor	RGS8-Gao reg	Mcl1-Bid inh	Mcl1 Noxa PPI
Cc1ccc(NC(=O)c2ccc(OCC3CCCO3)cc2)c(C)c1 (centres undefined)
  3	2	-1	101	0.1	101	12	16	102	-5	15
Cn1cnnc1SC1CCCCC1NS(=O)(=O)c1ccccc1 (centres undefined)
  -3	9	19	95	2.6	102	14	25	99	-6	6
CC(O)c1nc2ccccc2n1CCCCOc1ccccc1 (centres undefined)
  -3	4	.	97	0.5	100	12	11	101	-17	9
CCN1C(=O)/C(=C2/C=Cc3ccccc3N2C)OC1=S
  0	3	.	99	0.3	98	13	21	98	-35	26
O=C(CSc1nc(-c2ccccc2)c(-c2ccccc2)[nH]1)Nc1ccc2c(c1)OCO2
  -6	5	-57	101	-0.2	102	10	13	98	-12	7
CN(C(=O)Nc1cnc2ccccc2c1)c1ccccc1
  0	4	2	?	0.5	102	9	26	99	-28	-3
Cc1ccc(SCc2ccc(C(=O)Nc3ccccc3C(=O)NC(C)C)cc2)cc1
  -3	1	2	93	0.1	94	8	19	98	-3	-16
CCOC(=O)C1=C(c2ccccc2)N=C2SCC(=O)N2C1c1ccc(O)c(OC)c1 (centres undefined)
  -4	-2	8	122	1.2	121	19	27	144*[activator]	-10	14
COc1ccc(CN(C(=O)c2ccco2)c2ccc(C)cc2)cc1OC
  -2	2	-74	102	0.9	102	9	8	103	-37	-12
CCOC(=O)C1(CCCc2ccccc2)CCN(C(=O)CN2CCOC2=O)CC1
  -1	5	.	96	1.5	97	4	11	102	4	11
COc1ccccc1-c1coc2cc(OC(=O)N3CCOCC3)ccc2c1=O
  .	.	-4	?	.	102	3	.	109	-22	-22

# Bioassay records as filed in PubChem BioAssay.
